# FadD28 FP inh = M. tuberculosis FadD28 bisubstrate binding inhibition | 360,000 compounds, 0.22% hits | inhibition, % at 12.5 µM | FadD28 bisubstrate probe binding, fluorescence polarization | AID 588549; in the data active = inhibition above about 8.5%, passing the limit was not always enough; inconclusive = no clear call, values can overlap the other calls
# BoNT F protease = BoNT F light chain protease inhibition; inhibition, % at 10 µM; Multiplex microsphere protease cleavage assay, flow cytometry; 360,000 compounds, 0.22% hits; in the data active = inhibition above about 35%, passing the limit was not always enough; inconclusive = no clear call, values can overlap the other calls; also: plate controls were buffer without enzyme for full effect and enzyme alone for no effect
# BoNT A protease = inhibitors of Botulinum neurotoxin A light chain protease | AID 588499 | 360,000 compounds, 0.17% hits | multiplex microsphere protease substrate cleavage, flow cytometry | inhibition, % at 10 µM; also: plate controls were buffer without enzyme for full effect and enzyme alone for no effect
# GDH-TPI inh = inhibits GDH-TPI coupling enzymes, artifact for Mtb FBA screen; GDH-TPI coupled enzyme counterscreen, NADH absorbance; inhibition, % at 4.8 µM; 360,000 compounds, 1.2% hits; AID 588335; in the data active = inhibition above about 30%;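 also: 0% = DMSO wells and 100% = wells lacking the enzyme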
# Mtb BioA inh = inhibitors of Mycobacterium tuberculosis BioA enzyme | purified M. tuberculosis BioA enzyme, plate reader | inhibition, % at 9.99 µM | 360,000 compounds, 0.096% hits | AID 602481; in the data active = inhibition above about 40%; inconclusive = no clear call, values can overlap the other calls
# FBA Mtb inh = inhibits M. tuberculosis FBA enzyme; purified M. tuberculosis FBA, fluorescence read-out; inhibition, % at 1 µM; 360,000 compounds, 2.3% hits; AID 588726; in the data active = inhibition above about 27%;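 also: 0% = vehicle and 100% = reference inhibitor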
# Target sequence (P9WQA3 whole entry, looked up): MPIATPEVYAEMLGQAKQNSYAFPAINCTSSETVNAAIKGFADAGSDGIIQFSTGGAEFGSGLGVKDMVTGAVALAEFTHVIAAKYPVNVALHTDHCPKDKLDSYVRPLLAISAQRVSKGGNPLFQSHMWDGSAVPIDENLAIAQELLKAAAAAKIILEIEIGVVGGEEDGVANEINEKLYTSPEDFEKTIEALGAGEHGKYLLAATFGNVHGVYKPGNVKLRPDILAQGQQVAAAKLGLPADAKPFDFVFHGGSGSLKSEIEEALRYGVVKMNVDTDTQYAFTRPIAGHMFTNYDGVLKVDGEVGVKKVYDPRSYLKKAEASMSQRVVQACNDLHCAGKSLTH
# PfHsp40 yeast = restores yeast growth despite PfHsp40 toxicity. S. cerevisiae expressing PfHsp40, growth rescue, ATP luminescence. growth rescue, % at 12.5 µM. 340,000 compounds, 0.68% hits. AID 504582; in the data active = growth rescue above about 28%, passing the limit was not always enough; inconclusive = no clear call, values can overlap the other calls;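 also: yeast W303a lacking pdr1 and pdr3 grown in galactose medium; growth measured after three days at 30 °C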
# Mtb UGM inh = inhibitors of M. tuberculosis UDP-galactopyranose mutase; 320,000 compounds, 0.06% hits; purified UGM, fluorescence polarization probe displacement; inhibition, % at 10 µM; P9WIQ1; in the data active = inhibition above about 10%, passing the limit was not always enough; inconclusive = no clear call, values can overlap the other calls
# Target sequence (P9WIQ1 whole entry, looked up): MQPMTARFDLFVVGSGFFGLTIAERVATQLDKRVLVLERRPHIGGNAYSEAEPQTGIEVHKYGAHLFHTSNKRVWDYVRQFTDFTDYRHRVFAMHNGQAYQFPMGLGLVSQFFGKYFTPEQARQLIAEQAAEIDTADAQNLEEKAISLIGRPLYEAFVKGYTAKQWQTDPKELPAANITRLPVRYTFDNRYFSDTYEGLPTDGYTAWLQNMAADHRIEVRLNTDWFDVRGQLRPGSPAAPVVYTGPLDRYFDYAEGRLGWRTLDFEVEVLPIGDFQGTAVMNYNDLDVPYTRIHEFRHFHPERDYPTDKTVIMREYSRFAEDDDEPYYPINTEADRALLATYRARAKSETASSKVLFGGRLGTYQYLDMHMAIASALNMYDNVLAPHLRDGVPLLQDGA
# Anthrax LF inh2 = blocks Bacillus anthracis lethal factor protease. multiplex microsphere protease cleavage assay, LF. inhibition, % at 10 µM. 360,000 compounds, 0.12% hits. AID 588501; also: plate controls were buffer without enzyme for full effect and enzyme alone for no effect
# The depositor's hits bear a star; u = inconclusive; x = not tested or not shown; & = joins results of further samples. Rule as the data show it, unless noted: active = inhibition above about 30%; inconclusive = no clear call, values can overlap the other calls; inactive = below that. No enrichment for hits, and some 4.7% of all compounds hit somewhere here.
SMILES,FadD28 FP inh,BoNT F protease,BoNT A protease,GDH-TPI inh,Mtb BioA inh,FBA Mtb inh,PfHsp40 yeast,Mtb UGM inh,Anthrax LF inh2
Brc1ccccc1-c1csnn1,1.2,-1,-0.9,4,-2.2,1,-0.7,0.0,-4
COC(=O)CNC(c1ccccc1)c1cc(Br)ccc1NS(=O)(=O)c1ccccc1 (stereo unspecified),-4.9,-2,0.2,-9,2.0,1,-0.5,1.0,1
COc1cc(C(=O)N/N=C/c2ccc3c(c2)c2ccccc2n3C)ccc1O,-2.3,-6,-0.1,24,-1.5,7,2.6,1.6,1
CCC(C)(C)NC(=O)C(c1ccccc1Cl)N(Cc1cccnc1)C(=O)CCC(=O)Nc1cc(C)on1 (stereo unspecified),1.4,1,-0.3,-5,0.5,-1,0.5,-1.0,4
ClC1(Cl)CC1CSc1ncn[nH]1 (stereo unspecified),-3.4,-7,0.3,-9,x,-9,0.3,x,2
CC(C)Cn1c(SCC(=O)N2CCN(S(=O)(=O)c3ccccc3)CC2)nc2ccccc21,-2.8,-4,0.0,5,-3.8,-2,1.0,-1.6,-4
CN(Cc1ccc(F)cc1)C(=O)c1cccc(S(=O)(=O)N2CCN(c3ccccc3)CC2)c1,-1.4,-7,-3.6,-2,7.4,-2,2.1,0.4,0
CC(C)OCCCNS(=O)(=O)c1ccc2c(c1)oc(=O)n2C,-2.4,0,-0.2,-9,-0.6,1,-0.9,1.1,5
COCCN(C(=O)CSc1cc(C)c2ccccc2n1)c1c(N)n(CC(C)C)c(=O)[nH]c1=O,-1.1,-3,1.2,12,-11,3,-0.8,3.1,-1
CC(C(=O)NCC1CCCCC1)N(C)Cc1ccc(Br)cc1 (stereo unspecified),-3.7,-15,0.7,7,-0.3,0,0.8,-1.4,2
CC(C)(C)N(Cc1ccccc1)C(=O)COC(=O)c1cccc([N+](=O)[O-])c1,1.4,0,-0.2,-3,-1.6,4,0.7,2.4,0
Cc1ccc(NC(=O)C2CCCN2S(=O)(=O)c2ccc(-c3ccc(=O)[nH]n3)s2)c(C)c1 (stereo unspecified),-3.9,-1,-2.6,5,-0.1,3,-0.4,2.6,1
COc1cc(C(=O)O)nc2ccc([N+](=O)[O-])cc12,-4.6,6,-0.6,3,0.8,-2,-0.2,-0.8,-3
COc1ccccc1NC(=O)CCCC(=O)OC(C)C(=O)c1ccccc1 (stereo unspecified),0.5,7,-1.4,4,x,5,-0.9,2.2,-5
CCC(C(=O)N1CCOCC1)n1c(C(=O)OC)cc2occc21 (stereo unspecified),-0.3,-5,-0.1,7,-2.6,2,-0.1,-2.7,-3
Cc1ccc(S(=O)(=O)NCCN2CCNC2=O)cc1,-1.2,x,x,5,x,-16,0.3,-1.4,x
COC(=O)c1cc(COC(=O)CNC(=O)c2cccc(C)c2)oc1C,x,4,1.0,0,1.7,-6,0.0,0.0,-8
CN(c1ccc(OCC(=O)OCC(=O)Nc2ccc([N+](=O)[O-])cc2)cc1)S(=O)(=O)c1cccs1,0.9,x,x,10,-2.3,-1,-0.5,x,x
O=C(CCc1nc2ccccc2c(=O)[nH]1)N1CCN(S(=O)(=O)c2ccccc2Br)CC1,-1.7,-2,-2.0,-2,x,0,0.9,-0.1,1
CNc1c([N+](=O)[O-])cnn1-c1ccc(F)cc1,0.5,-6,-0.5,4,1.1,-2,1.2,-2.1,4
O=C(CNC(=O)c1ccco1)OCc1ccc(Cl)cc1,-0.2,8,-1.1,-2,x,3,0.4,0.0,-2
Nc1nnnn1/N=C/c1cccc(Br)c1,-4.3,1,-3.7,1,-0.2,2,-0.9,-0.9,-10
C=CCc1ccc(OCC(O)CN2CCc3ccccc3C2)c(OC)c1 (stereo unspecified),0.7,x,x,10,2.4,0,-0.3,0.3,x
O=C1OC(CC(=O)N(Cc2nnc(-c3ccc(Cl)cc3)o2)C2CC2)c2ccccc21 (stereo unspecified),-1.1,-8,-0.4,10,1.7,-2,0.4,4.7,-1
Cc1ccc(NC(=O)c2cc(C)nc3ccccc23)c(C)c1,-1.5,u,-1.1,1,-0.9,0,0.6,-1.4,-17
COc1ccc(C2=NOC(C(=O)NCc3ccccn3)C2)cc1OC (stereo unspecified),-1.6,1,1.0,-10,2.3,0,-1.0,-0.3,-6
CCC(NC(=O)NCc1cccnc1)(C(F)(F)F)C(F)(F)F,-1.6,-8,0.2,8,0.4,-3,-0.4,0.2,1
Cc1ccc(CNC(=O)C2CC(=O)N(CCC(C)C)C2)cc1 (stereo unspecified),-0.6,-2,0.1,3,x,-1,-0.3,1.2,1
CN1C(=O)/C(=C\c2cc(N=Nc3ccccc3)ccc2O)SC1=S,-0.8,-7,0.4,8,-0.2,-1,-0.1,2.3,-6
CC(C)c1ccccc1NC(=O)Nc1nc(C(N)Cc2ccc(C(F)(F)F)cc2)cs1 (stereo unspecified),-9.8,-22,-0.1,6,-1.3,-1,x,x,-8

# Rewritten field by field: entries from further up
mol: Cc1ccc(NC(=O)c2cc(C)nc3ccccc23)c(C)c1
  FadD28 FP inh: -1.5 | BoNT F protease: u | BoNT A protease: -1.1 | GDH-TPI inh: 1 | Mtb BioA inh: -0.9 | FBA Mtb inh: 0 | PfHsp40 yeast: 0.6 | Mtb UGM inh: -1.4 | Anthrax LF inh2: -17
mol: COc1ccc(C2=NOC(C(=O)NCc3ccccn3)C2)cc1OC (stereo unspecified)
  FadD28 FP inh: -1.6 | BoNT F protease: 1 | BoNT A protease: 1.0 | GDH-TPI inh: -10 | Mtb BioA inh: 2.3 | FBA Mtb inh: 0 | PfHsp40 yeast: -1.0 | Mtb UGM inh: -0.3 | Anthrax LF inh2: -6
mol: CCC(NC(=O)NCc1cccnc1)(C(F)(F)F)C(F)(F)F
  FadD28 FP inh: -1.6 | BoNT F protease: -8 | BoNT A protease: 0.2 | GDH-TPI inh: 8 | Mtb BioA inh: 0.4 | FBA Mtb inh: -3 | PfHsp40 yeast: -0.4 | Mtb UGM inh: 0.2 | Anthrax LF inh2: 1
mol: Cc1ccc(CNC(=O)C2CC(=O)N(CCC(C)C)C2)cc1 (stereo unspecified)
  FadD28 FP inh: -0.6 | BoNT F protease: -2 | BoNT A protease: 0.1 | GDH-TPI inh: 3 | Mtb BioA inh: x | FBA Mtb inh: -1 | PfHsp40 yeast: -0.3 | Mtb UGM inh: 1.2 | Anthrax LF inh2: 1

# The results go on:
SMILES,FadD28 FP inh,BoNT F protease,BoNT A protease,GDH-TPI inh,Mtb BioA inh,FBA Mtb inh,PfHsp40 yeast,Mtb UGM inh,Anthrax LF inh2
Cc1cccc(NC(=S)NCc2cccs2)c1,-1.0,-16,-0.8,4,x,-3,-0.7,-2.8,-3
C[C@H](CO)N1C[C@H](C)[C@H](CN(C)Cc2cncnc2)Oc2ncc(C#CC3(O)CCCC3)cc2C1=O,-5.0,-5,-0.5,-5,-0.5&-0.2&-0.7,-2,x,x,-2
COc1ccc(N2C(=O)C3CCCN3C2c2cccc(F)c2)cc1Cl (stereo unspecified),-2.0,-8,-0.7,10,0.4,-1,-1.1,0.8,-6
CCCNc1nc2c(c(=O)[nH]c(=O)n2C)n1Cc1ccc(F)cc1,0.1,3,-0.2,7,-1.4,11,-1.2,0.6,2
CCOC(=O)c1ccc2nc(C)c(C)nc2c1,-2.0,-13,-0.4,3,x,5,-0.8,1.5,0
N#CCCn1cc(C(=O)Nc2ccc(C(=O)O)cc2)c(-c2cc3ccccc3o2)n1,-1.8,-4,-0.4,9,x,1,-2.0,0.8,-4
COc1ccc(NC(=O)CSc2ccccc2)cn1,-3.2,-2,0.6,-1,0.0,3,0.0,-1.3,-8
OC[C@H]1O[C@H](c2nc(-c3nc(-c4cccc(-n5cccc5)c4)no3)cs2)C[C@@H]1O,-6.3,-4,-0.5,4,1.7,0,x,x,-6
CCCOC(=O)Nc1c(C)cccc1C(C)C,-3.2,-1,0.0,-5,9.9,-2,0.0,0.2,0
COc1cccc(OCc2cc(C(=O)N3CCN(C(C)=O)CC3)no2)c1,-0.4,-2,-2.2,2,0.3,1,-0.5,0.0,-2
CCOC(=O)N1CCC(N(CCOC)C(=O)Nc2ccc(CC)cc2)CC1,-1.1,4,1.0,2,0.6,1,1.2,-1.0,-2
CCCC(c1nnnn1CS(=O)(=O)c1ccc(C)cc1)N1CCN(CC)CC1 (stereo unspecified),-3.0,-4,-2.0,-1,x,0,-1.5,-0.5,-8
CCN1CCN(c2nc3c(c(=O)[nH]c(=O)n3C)n2Cc2cccc(C)c2)CC1,-0.7,-1,-0.1,-2,0.2,0,x,x,0
CC(C)COC(=O)c1cc(-c2ccc(/C=N/n3cnnc3)o2)ccc1Cl,-2.1,0,1.0,9,-1.7,-1,0.2,-2.7,-2
Cc1csc(=O)n1CC(=O)Nc1ccc(S(C)(=O)=O)cc1,-4.1,2,-0.4,-4,-3.2,-3,-1.5,0.1,-11
N#Cc1c(SCc2ccccc2)nc(N2CCOCC2)c2c1CCCC2,-3.9,1,-0.3,1,0.0,3,1.4,0.7,-4
CCN(CC)S(=O)(=O)c1ccc(N2CCOCC2)c(NC(=O)c2cc3ccccc3o2)c1,-2.6,-3,-0.7,4,0.4,0,x,x,-1
Cc1ccc(-n2c(C)nnc2SCC(=O)N2CCc3ccccc3C2)cc1C,-0.1,-1,0.9,8,3.6,1,-0.6,0.8,-4
COc1ccc(NC(=O)CSc2nc3[nH]ncc3c(=O)n2-c2ccccc2C)cc1OC,-3.6,2,1.7,-4,x,1,-1.0,-0.2,1
COc1ccc(NC(=O)CS(=O)(=O)c2ccccc2Cl)cc1,x,21,-0.8,3,0.2,1,-0.3,-1.1,-5
CC1=C(C(=O)N2CCOCC2)C(c2ccc(C)cc2)NC(=S)N1 (stereo unspecified),-1.8,5,0.0,5,x,-1,-2.3,1.0,2
COc1ccc(CCNC(=O)COC(=O)c2cnc(C)cn2)cc1OC,-2.2,-2,2.0,0,1.0,-1,-1.5,0.0,0
O=C(Nc1ccc(F)cc1)Nc1ccc(Cl)cn1,-3.6,5,2.8,8,-1.8,0,0.6,3.5,-2
Cc1ccc(C)c(S(=O)(=O)NCCOc2nc(NC(C)C)nc(NC(C)C)n2)c1,-7.3,-3,-0.9,4,x,0,-0.3,2.2,1
CCOC(=O)c1cc(-c2ccccc2)sc1NC(=O)C(C)OC(=O)c1cccc(S(=O)(=O)N(C)C)c1 (stereo unspecified),-2.7,-4,0.1,-2,x,-1,-1.1,x,-2
O=C(Nc1ccccc1C(F)(F)F)c1cc(S(=O)(=O)N2CCOCC2)ccc1F,-4.0,-6,-0.3,-7,0.0,1,-0.1,3.4,2
Cc1cc(=O)n(C(NC(=O)c2ccccc2)C(=O)c2ccccc2)cn1 (stereo unspecified),-1.5,-5,0.6,17,-0.5,3,0.1,-0.8,0
O=c1[nH]c(-c2ccc3c(c2)OCO3)nc2c1sc(=S)n2-c1ccccc1,-5.2,20,3.1,-2,x,0,-0.4,2.8,3
COc1ccc(N2CC(C(=O)O)CC2=O)cc1 (stereo unspecified),0.5,-2,-0.5,-2,-1.8,5,-0.7,0.5,1
CC(=O)Nc1ccccc1NC(=O)C/C(C)=N/NC(=O)c1ccccn1,-2.2,-1,-0.7,-4,x,-2,0.7,-1.8,-1
Cc1cc(-n2cnc(-c3cn[nH]c3C)n2)no1,-1.6,22,-2.7,6,-0.2,1,-0.8,0.0,2
CC(C(=O)Nc1ccc2c(c1)OCO2)N(c1ccc(Cl)cc1)S(C)(=O)=O (stereo unspecified),-1.3,3,-0.6,3,4.7,0,0.9,-0.9,-6
CC(=O)CSc1nc2c(c(=O)[nH]c(=O)n2C)n1CCCc1ccccc1,-0.9,u,-4.2,-2,-0.3,6,-0.5,-0.3,23

# Compound activity from PubChem BioAssay.
